HT1080 IDH1KD tx: HT-1080 IDH1 knockdown cell toxicity (counter line) | actives 2% (n = 360,000) | Potency, µM (titrated, usually from 46.1 µM), for inactives: at the highest dose activity, negative = toxicity, usual class: cytotoxic | HT-1080 IDH1 knockdown viability, ATP luminescence, 48 h;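 further: potency means the concentration at half of the fitted maximal effect; 0% = DMSO wells and -100% = cell-free medium wells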
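Cytotoxicity counter-line: IDH1KD HT-1080, 48 h, CellTiter-Glo. Curves classed by r2, magnitude and activity.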
MCF10A rerep: DNA re-replication induction in MCF 10a cells; MCF 10A DNA re-replication, Hoechst nuclear intensity, 48 h; Potency, µM (top dose mostly 46.1 µM), without a hit: at the top dose activity, positive = re-replication, most hits filed as activators; actives 2.9% (n = 350,000); further: potency means the concentration at half of the fitted maximal effect; % of control where 0% means no effect; nearly all actives have a fitted effect of over 50% in size
SW480 rereplic: DNA re-replication induction in SW480 cells; SW480 DNA re-replication, Hoechst DNA content imaging, 48 h; Potency, µM (series often up to 46.1 µM), inactives show top-dose re-replication activation, most hits filed as activators; actives 1.8% (n = 340,000); AID 624297; further: potency means the concentration at half of the fitted maximal effect; % of control where 0% means no effect; nearly all actives have a fitted effect of over 55% in size
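DNA re-replication was detected as more nuclei of elevated Hoechst intensity after 48 hr exposure to compound (23 nL pinned per well of 250 cells).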
ATXN2 expr inh: reduces ATXN2 reporter expression in HEK-293 cells | HEK-293 ATXN2-luciferase reporter, luminescence, 24 h | Potency, µM (top dose mostly 57 µM), without a hit: at the highest dose activity change, negative = inhibition, most hits filed as inhibitors | actives 0.72% (n = 360,000) | AID 1745845; further: potency means the concentration at half of the fitted maximal effect; on the % scale 0 is the no-effect control and ±100 the full control effect; nearly all actives have a fitted effect of over 55% in size
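ATXN2-luciferase reporter cells (luciferase flanked by upstream and downstream ATXN2 gene portions) were treated 24 h at 37 °C with compounds at up to 57 uM. SteadyGlo luminescence gave expression; GF-AFC fluorescence gave viability.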
HT1080NT lethal: kills 2HG-producing HT-1080-NT fibrosarcoma cells. HT-1080-NT fibrosarcoma viability, CellTiter-Glo ATP luminescence, 48 h. Potency, µM (highest dose often 46.1 µM), without a hit: top-dose activity, negative = less viability, most hits filed as cytotoxic. actives 1.6% (n = 360,000);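 further: NT is the 2HG producing partner of a matched IDH1 knockdown line; potency means the concentration at half of the fitted maximal effect; 0% = DMSO-treated cells and -100% = media-only wells without cells; nearly all actives have a fitted effect of over 55% in size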
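Viability of the 2HG-overproducing fibrosarcoma line after 48 hours of compound exposure at 37 degrees C was determined by luminescence with CellTiter-Glo, and concentration-effect curves were then fitted and categorized.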
WRN helicase inh: inhibitors of human WRN helicase; Q14191; WRN helicase unwinding, fluorescent forked duplex, kinetic; Potency, µM (highest dose often 114 µM), inactives show at the top dose activity change, negative = inhibition, usual class: inhibitors; actives 0.46% (n = 360,000); AID 651768; further: potency means the concentration at half of the fitted maximal effect; on the % scale 0 is the no-effect control and ±100 the full control effect; nearly all actives have a fitted effect of over 55% in size
Target sequence (Q14191 whole entry, looked up): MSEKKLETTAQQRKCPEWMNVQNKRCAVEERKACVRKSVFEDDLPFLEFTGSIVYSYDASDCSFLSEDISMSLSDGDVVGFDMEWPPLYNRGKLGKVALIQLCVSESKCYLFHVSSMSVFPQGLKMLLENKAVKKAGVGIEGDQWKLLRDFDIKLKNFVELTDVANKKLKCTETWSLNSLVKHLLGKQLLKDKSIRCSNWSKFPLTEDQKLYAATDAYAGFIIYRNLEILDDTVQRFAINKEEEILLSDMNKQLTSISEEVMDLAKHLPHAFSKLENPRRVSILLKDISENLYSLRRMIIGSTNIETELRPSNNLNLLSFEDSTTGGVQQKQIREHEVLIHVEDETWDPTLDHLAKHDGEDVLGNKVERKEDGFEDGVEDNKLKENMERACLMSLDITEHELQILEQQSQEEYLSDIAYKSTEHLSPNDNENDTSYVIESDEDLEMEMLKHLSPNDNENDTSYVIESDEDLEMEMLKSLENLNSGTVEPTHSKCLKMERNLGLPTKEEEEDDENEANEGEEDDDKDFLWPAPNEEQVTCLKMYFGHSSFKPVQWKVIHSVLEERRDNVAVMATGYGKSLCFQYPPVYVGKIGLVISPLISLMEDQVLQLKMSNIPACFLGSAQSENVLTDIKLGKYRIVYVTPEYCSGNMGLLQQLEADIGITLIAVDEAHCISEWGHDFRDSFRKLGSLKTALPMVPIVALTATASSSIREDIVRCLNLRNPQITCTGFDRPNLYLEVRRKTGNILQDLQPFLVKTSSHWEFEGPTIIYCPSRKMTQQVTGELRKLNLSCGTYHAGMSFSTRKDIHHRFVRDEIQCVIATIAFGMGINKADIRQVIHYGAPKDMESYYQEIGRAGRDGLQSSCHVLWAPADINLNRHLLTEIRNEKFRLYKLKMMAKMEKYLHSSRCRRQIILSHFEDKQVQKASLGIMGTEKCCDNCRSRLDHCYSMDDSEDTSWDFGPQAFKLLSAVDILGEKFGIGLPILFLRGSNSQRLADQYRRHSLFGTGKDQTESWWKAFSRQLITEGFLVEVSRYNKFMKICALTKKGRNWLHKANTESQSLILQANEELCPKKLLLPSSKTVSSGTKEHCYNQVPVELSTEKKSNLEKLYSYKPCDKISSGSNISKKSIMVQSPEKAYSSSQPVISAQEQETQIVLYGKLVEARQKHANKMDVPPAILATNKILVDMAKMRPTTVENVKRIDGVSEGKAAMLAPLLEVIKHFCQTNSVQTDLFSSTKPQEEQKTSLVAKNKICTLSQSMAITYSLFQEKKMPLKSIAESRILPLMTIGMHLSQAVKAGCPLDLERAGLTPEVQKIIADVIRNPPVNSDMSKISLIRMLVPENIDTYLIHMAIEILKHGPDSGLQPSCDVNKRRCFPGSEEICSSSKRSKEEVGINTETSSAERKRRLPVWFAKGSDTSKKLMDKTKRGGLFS
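Kinetic fluorescence helicase assay: unwinding of a quenched forked DNA duplex (100 nM final) with 2 mM ATP final raises red fluorescence (525/598 nm). Compounds sat 15 min at room temperature with 20 nM WRN beforehand.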
KB-3-1 cytotox: KB-3-1 parental cell cytotoxicity | AID 1347075 | actives 1.4% (n = 400,000) | KB-3-1 viability, CellTiter-Glo ATP luminescence, 72 h | Potency, µM (doses to about 46.1 µM), for the others: at the highest dose activity change, negative = cytotoxic, actives largely listed as cytotoxic; further: potency means the concentration at half of the fitted maximal effect; on the % scale 0 is the no-effect control and ±100 the full control effect; nearly all actives have a fitted effect of over 60% in size
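Using CellTiter-Glo luminescence, growth of non-resistant KB-3-1 adenocarcinoma cells is assessed 72 h after pin-tool compound addition at 37 °C. Normalized responses across the concentration series yield fitted curves.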
KB-V1 cytotox: KB-V1 MDR subline cytotoxicity | KB-V1 MDR cells viability, CellTiter-Glo, 72 h | Potency, µM (doses to about 46.1 µM), without a hit: at the top dose activity change, negative = cytotoxicity, usual class: cytotoxic | actives 3.4% (n = 400,000) | AID 1347076; further: potency means the concentration at half of the fitted maximal effect; on the % scale 0 is the no-effect control and ±100 the full control effect; nearly all actives have a fitted effect of over 60% in size
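Readout: CellTiter-Glo luminescence, 10 min after addition. Cells: KB-V1 MDR subline, 72 h at 37 degrees C with compound. Analysis: corrected, normalized data fitted to concentration-effect curves.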
IL1B secr inh: inflammasome signaling inhibition, IL-1 beta readout | actives 4.7% (n = 360,000) | activity change, % at 57.5 µM | THP-1 LPS/ATP IL-1B secretion, AlphaLISA, 16 h; hits give low values | AID 743279; in the data active means activity change below about -50%; inconclusive means mostly about -30% to -49%; further: on the % scale 0 is the no-effect control and ±100 the full control effect
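Secreted IL-1B measured by AlphaLISA bead assay after 16 h compound exposure of THP-1 cells; compounds (final up to 57.5 uM) added 1 h before LPS (250 ng/mL) and ATP (1.25 mM) stimulation; lower signal means less secretion.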
Starred values were filed as active, the others as inactive; ? = inconclusive; . = not tested or not shown; & = joins results of further samples; [ ] = dose if it differs, or a comment. Unless noted, the call rests on the fitted dose curve; in most records, active means well fitted curve in the direction sought with a large enough effect; inconclusive means small, poorly fitted or top-dose-only effect, or another doubt; inactive means no such curve, though single readings can be large; an effect the other way counts as inactive or inconclusive.

Structure,ATXN2 expr inh,KB-V1 cytotox,WRN helicase inh,MCF10A rerep,SW480 rereplic,KB-3-1 cytotox,IL1B secr inh,HT1080NT lethal,HT1080 IDH1KD tx
NC(=O)NC(=O)C(OC(=O)CCNS(=O)(=O)c1ccccc1)c1ccccc1 (stereo unspecified),7%,-6%,-4%,-10%,?,-1%,13,2%,0%
NS(=O)(=O)c1ccc2nc(NC(=O)Nc3ccccc3F)sc2c1,-19%,11%,?,3%,-8%,-31%,?,23%,-3%
O=C(CN1C(=O)COc2ccccc21)NCCN1CCc2ccccc2C1,-2%,?,-5%,1%,-7%,-2%,4,2%,-10%
COc1cccc(CC(=O)OCC(=O)N2CCN(c3ccc(F)cc3)CC2)c1,-7%,0%,-2%,1%,-5%,0%,14,10%,10%
CC(C)C(NC(=O)c1cccc(S(=O)(=O)N2CCOCC2)c1)C(=O)NCCc1ccccn1 (stereo unspecified),-13%,22%,2%,-1%,-2%[9.22 µM],14%,-8,5%,6%
Cc1ccc(NC(=O)C(C)S)cc1 (stereo unspecified),.,0%,-2%,-3%,9%,-4%,16,-9%,-7%
Cc1ccc(S(=O)(=O)N2CCN(C(=O)CCOc3cc(C)ccc3C)CC2)cc1,-28%,-12%,-3%,-2%,-34%[inhibitor],?,?,-1%[9.24 µM],-19%
COc1ccc(C2NCCC3(O)CCCCC23)c(OC)c1OC (stereo unspecified),-15%,2%,8%,10%,-10%,-20%,-1,-2%,-4%
CC(=O)Nc1cc[n+](CC(=O)c2cccc([N+](=O)[O-])c2)cc1,-10%,1%,-1%,4%,-13%,2%,7,-13%,-1%
Cn1cccc1C(=O)NC(=O)COC(=O)C12CC3CC(CC(O)(C3)C1)C2,41%[activator],0%,-16%,-1%,-3%,24%,13,9%,0%
Cc1nn(C)c(NC(=O)c2ccc([N+](=O)[O-])cc2)c1Cl,-15%,?,-7%,0%,4%,-14%,7,-4%,-1%
CN(C)S(=O)(=O)c1ccc2c(c1)nc(CCC(=O)Nc1ccc(N3CCOCC3)cc1)n2C,0%,6%,?,3%,?,-22%,1,5%,1%
C[C@H](NC(=O)c1ccccc1Cl)C(=O)OCC(=O)N1CCN(c2ccccc2)CC1,-2%,-12%,7%,-4%,-8%,4%,15,-1%,-7%
Cc1ccc(CN2[C@@H]3c4ccccc4C[C@@H]3OCCS2(=O)=O)cc1,-2%,3%&-32%,2%,5%,-1%,-2%&-22%,-1,1%,-3%
COc1ccc(NC2CCCN(C(=O)CSc3ccccc3)C2)cc1OC (stereo unspecified),-9%,.,?,4%,-1%,.,-11,-2%,-7%
CCc1nc2c(c(=O)[nH]1)C(CC)(CC)Cc1ccccc1-2,2%,-13%,-17%,3%,-5%[9.22 µM],0%,5,-1%,-10%
COc1cc(O)c(C(CCN2CCN(c3ccccc3)CC2)c2ccc3c(c2)OCO3)c(OC)c1 (stereo unspecified),2%,?,0%,?,-21%[9.22 µM],-27%,?,-15%,-24%
CCCC(=O)Nc1ccc(S(=O)(=O)N2CCc3ccccc32)cc1,.,9%,-10%,.,.,-1%,16,-16%,-8%
COCCN1C(=O)CSCC1(C)C(=O)Nc1ccc2c(c1)OCCO2 (stereo unspecified),.,4%,10%,.,.,9%,22,10%,23%
Cc1ccc2[nH]c(=O)c(CC(=O)O)c(-c3ccccc3)c2c1,.,15%,0%,7%,4%,3%,19,9%,9%
CC(C)[C@H](NC(=O)c1ccccc1F)C(=O)Nc1ccc(F)c(F)c1,5%,-7%,1%,-13%,0%,4%,24,4%,-6%
COc1ccc(OC)c(Cc2nnc(CCC(=O)NC3CCCC3)o2)c1,-16%[11.3 µM],-5%,-25%[57.1 µM],-1%,7%,14%,7,15%,11%
O=S(Cc1ccc(Cl)cc1)CC(O)COCc1ccc(Cl)cc1 (stereo unspecified),-18%,16µM*,-3%,-10%,-7%,-27%,-15,-4%,-21%
COc1ccccc1CNC(=O)C(C)NS(=O)(=O)c1ccccc1 (stereo unspecified),0%,3%,6%,0%,-2%,-2%,17,12%,9%
O=C(COC(=O)[C@@H]1CCCN1S(=O)(=O)c1ccc(Cl)cc1)NC1CCS(=O)(=O)C1 (stereo partly specified),14%,12%,1%,-4%,?,3%,-10,21%,10%
c1ccc(-c2noc(CN3CCc4sccc4C3)n2)cc1,11%,-17%,-3%,15%,-4%,5%,23,-7%,-10%
O=C(COC(=O)CNC(=O)c1ccco1)Nc1ccccc1OC(F)F,-13%,6%,2%,9%,-6%,7%,2,7%,19%
COc1cc(S(=O)(=O)n2ccc(C)n2)c(OC)cc1Cl,0%,0%,-6%,-8%,-5%,-1%,33,5%,1%
CCN(CC)CCN1C(=O)C(=O)/C(=C(/O)c2c(C)[nH]c(C(=O)OC)c2C)C1c1ccc(C)o1 (stereo unspecified),2%,0%,-7%,0%,-6%,13%,16,5%,1%
O=C(CCCc1nc(-c2ccccc2Cl)no1)NC1CCCC1,.,7%,-1%,2%,-9%,6%,8,4%,0%
O=C(CSc1nnc(-c2ccccc2)c(-c2ccccc2)n1)NCc1ccco1,-22%,16µM*,-23%,18µM*,19%,?,-6,-30%,?
COc1ccc(N(CC(=O)N/N=C/c2ccc(C(=O)O)cc2)S(=O)(=O)c2ccc(NC(C)=O)cc2)cc1,.,5%,-9%,-5%,2%,10%,20,7%,16%
O=C(NCCCCCCNC(=O)c1ccccc1O)c1ccccc1O,-20%,?,-11%,14%,-1%,?,-25,0%,-19%
O=C(NCc1cccc(C(F)(F)F)c1)c1ccc(=O)[nH]c1,-3%,1%,2%,-1%,-16%,0%,22,-1%,2%
O=C(c1c[nH]c(=O)n(-c2ccccc2)c1=O)N1CCc2ccccc21,2%,2%,4%,-2%,8%,-8%,3,-1%,0%
COc1ccc(/C(N)=N/OC(=O)CN(C)S(=O)(=O)c2ccccc2)cc1,-5%[11.3 µM],?,-30%,-9%,-9%,-2%,-8,-1%,1%
COc1ccc(NC(=O)c2oc3ccccc3c2NC(=O)C2CC2)cc1,-9%,10µM*,0%,1%,1%,12%,?,6%,-24%
O=C(CC1C(=O)N(c2ccc(F)cc2)C(=O)N1Cc1ccccn1)Nc1ccccc1 (stereo unspecified),-1%,-5%,4%,-4%,2%,5%,-10,-1%,0%
CC(=O)Nc1ccc(NCN2C(=O)C3C4CCC(C4)C3C2=O)cc1 (stereo unspecified),0%,11%,4%,1%,-3%,-4%,5,15%,2%
O=C(c1cc(O)c(O)c([N+](=O)[O-])c1)c1ccccc1F,?,?,?,-26%,2%,0%,66,?,?
COc1ccc(Cc2c(-c3ccc(F)cc3)nc3ccc(Br)cn23)c(C)c1,55%[activator],14%,-8%,.,.,0%,-1,10%,10%
O=C(Cc1ccccc1)NCCSCc1ccco1,17%,-16%,-12%,-2%,2%,5%,23,0%,-15%
O=C(NCc1ccco1)C1(c2ccc(Br)cc2)CCCC1,-9%,-14%,-10%,0%,-12%,0%,-1,7%,1%
Cc1nc(N[C@@H](Cc2ccccc2)C(=O)O)c2oc3ccccc3c2n1,-4%,20%,-3%,?,-1%,10%,35,-2%,7%
COc1cc(/C=N/OCC(=O)NC2CCCCC2C)ccc1OCc1ccc(Cl)cc1 (stereo unspecified),42%[activator],8.2µM*,1%,16µM*,-2%,?,?,-21%,?
CCC1=NN(C(=O)Cc2ccccc2)C(O)(c2ccncc2)C1 (stereo unspecified),1%,-5%,-6%,-4%,0%,9%,13,6%,10%
Cc1cnc(C(=O)Nc2ccc(N3CCCCC3)cc2)cn1,1%,11%,-2%,2%,-5%,4%,-19,22%,10%
Nc1ccc(C(=O)c2ccccc2C(=O)O)cc1Cl,1%,14%,3%,-2%,-7%,5%,7,29%,-12%
O=C(Nc1sccc1C(=O)N1CCOCC1)c1cccnc1,7%,-22%,-7%,13%,-7%,?,6,5%,7%
O=S(=O)(Oc1ccccc1)c1cccnc1,11%,5%,-4%,-2%,-11%,-6%,-4,-8%,-5%

Some values from the results shown:
KB-3-1 cytotox result of CC(=O)Nc1ccc(NCN2C(=O)C3C4CCC(C4)C3C2=O)cc1 (stereo unspecified) → -4%
KB-3-1 cytotox result of COc1ccc(Cc2c(-c3ccc(F)cc3)nc3ccc(Br)cn23)c(C)c1 → 0%

Four entries from above, as labelled records.
COc1ccc(/C(N)=N/OC(=O)CN(C)S(=O)(=O)c2ccccc2)cc1
- ATXN2 expr inh: -5%[11.3 µM]
- KB-V1 cytotox: ?
- WRN helicase inh: -30%
- MCF10A rerep: -9%
- SW480 rereplic: -9%
- KB-3-1 cytotox: -2%
- IL1B secr inh: -8
- HT1080NT lethal: -1%
- HT1080 IDH1KD tx: 1%
COc1cc(/C=N/OCC(=O)NC2CCCCC2C)ccc1OCc1ccc(Cl)cc1 (stereo unspecified)
- ATXN2 expr inh: 42%[activator]
- KB-V1 cytotox: 8.2µM*
- WRN helicase inh: 1%
- MCF10A rerep: 16µM*
- SW480 rereplic: -2%
- KB-3-1 cytotox: ?
- IL1B secr inh: ?
- HT1080NT lethal: -21%
- HT1080 IDH1KD tx: ?
O=C(NCc1ccco1)C1(c2ccc(Br)cc2)CCCC1
- ATXN2 expr inh: -9%
- KB-V1 cytotox: -14%
- WRN helicase inh: -10%
- MCF10A rerep: 0%
- SW480 rereplic: -12%
- KB-3-1 cytotox: 0%
- IL1B secr inh: -1
- HT1080NT lethal: 7%
- HT1080 IDH1KD tx: 1%
O=C(COC(=O)CNC(=O)c1ccco1)Nc1ccccc1OC(F)F
- ATXN2 expr inh: -13%
- KB-V1 cytotox: 6%
- WRN helicase inh: 2%
- MCF10A rerep: 9%
- SW480 rereplic: -6%
- KB-3-1 cytotox: 7%
- IL1B secr inh: 2
- HT1080NT lethal: 7%
- HT1080 IDH1KD tx: 19%
